UDG counterscr: counter-screen for AID inhibitors: uracil-DNA glycosylase inhibition; FRET deamination/UDG coupled assay, UDG read, 4 h; Potency, µM (doses to about 115 µM), inactives show at the top dose activity change, negative = inhibition, hits mostly inhibitors; 0.14% of 91,000 active; AID 1347430; further: nearly all actives have a fitted effect of over 65% in size
AID inh: inhibitors of human activation induced cytidine deaminase. Potency, µM (titrated, usually from 115 µM), inactives show at the highest dose activity change, negative = inhibition, usual class: inhibitors. Q9GZX7. AID deamination FRET fluorescence, UDG-coupled, 4 h. AID 1347428. 0.32% of 91,000 active; further: nearly all actives have a fitted effect of over 25% in size
Target sequence (Q9GZX7 whole entry, looked up): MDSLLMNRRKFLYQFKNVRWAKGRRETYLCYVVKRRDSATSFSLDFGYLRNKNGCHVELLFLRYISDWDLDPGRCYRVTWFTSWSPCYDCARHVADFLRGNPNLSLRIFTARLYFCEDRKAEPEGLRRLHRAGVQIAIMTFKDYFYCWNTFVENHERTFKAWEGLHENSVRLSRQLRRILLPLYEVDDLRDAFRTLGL
Numbers without * were called inactive; ? = inconclusive; [ ] = remark or other dose. The call rests on the fitted dose curve; in most records, active means well fitted curve in the direction sought with a large enough effect; inconclusive means small, poorly fitted or top-dose-only effect, or another doubt; inactive means no such curve, though single readings can be large; an effect the other way counts as inactive or inconclusive. On the % scale 0 is the no-effect control and ±100 the full control effect; potency means the concentration at half of the fitted maximal effect.

SMILES	UDG counterscr	AID inh
CCOCCCNC(=O)C(NC(=O)C1CCC(CC)CC1)C(C)C (configuration not stated)	2%	-3%
Cc1cccc(OCC(=O)Nc2ccc3nc(Nc4cccc(Cl)c4)cc(C)c3c2)c1	-11%	7%
COc1ccc(C2CC(=O)Nc3c(C(=O)O)cn(-c4ccc(F)cc4)c32)cc1O (configuration not stated)	-2%	24%
NC(=O)NO	-2%	3%
O=C(/C=C/c1ccccc1)c1ccc(-n2cc(-c3ccccc3)cc2-c2ccccc2)cc1	-13%	?
CCOc1ccc(C(=O)Nc2ccc3c(c2)CCCN3S(=O)(=O)c2ccc(C)cc2)cc1	3%	-5%
CCOc1ccc(/C=C/c2nc(C#N)c(NCCc3ccccc3)o2)cc1	5%	0%
Cc1ccc(-c2cnc(NCc3ccc(C(F)(F)F)cc3)n2C)cc1	-2%	-2%
CCSc1ccccc1C(=O)NCC(C)C	8%	4%
N#CC(C(=O)NCc1ccccc1)=C1CCCCCC1	2%	1%
CCCCc1nn2c(=O)cc(COC(=O)c3ccc(NC(=O)c4ccccc4Cl)cc3)nc2s1	-13%	-25%
CC(C(=O)NC1CCCCC1)(c1ccccc1)c1ccccc1	-2%	-6%
Brc1ccc(-c2ccc(-c3nnc(-c4ccco4)o3)o2)cc1	-4%	6%
COc1cc(Cl)c(C)cc1NC(=O)CCc1c(C)nc2c3cccnc3nn2c1C	-13%	15%
CCN(CCCNC(=O)Cn1ncc2c3ccccc3n(C)c2c1=O)Cc1ccccc1	-10%[57.5 µM]	35%[activator]
CC(=O)c1ccc(N2CCN(C(=O)CNC(=O)NCc3ccc(F)cc3)CC2)cc1	0%	-3%
CCN1CCC(NC(=O)C2CCN(S(=O)(=O)c3ccccc3F)CC2)CC1	-10%	2%
Cc1ccc(-n2cc(C(=O)N3CCc4ccccc4C3)nn2)cc1	2%	-4%
CCCn1nnc(NCc2ccc(Cl)cc2Cl)n1	-5%	-5%
N#C/C(=C/c1cccc2c1OCCCO2)c1nc2ccccc2[nH]1	-4%	6%
O=C(O)CC(C(=O)OCC(F)(F)C(F)F)N1CCOCC1 (configuration not stated)	2%	-1%
COc1cc(OC)c(NC(=O)CCOc2cc(C)ccc2C)cc1Cl	-13%	-23%
CN1CCC(N(C)C(=O)CCc2ccccc2Cl)CC1	7%	-4%
Cc1ccc2c(c1)C(c1ccccc1)N(C(=O)Cc1ccc(F)cc1)CC(=O)N2 (configuration not stated)	-8%	-17%
CCc1ccccc1NC(=O)CSc1ncc2c(n1)-c1ccccc1N(C)S2(=O)=O	-16%	26%

Compound profiles (already shown):
Record of COc1cc(Cl)c(C)cc1NC(=O)CCc1c(C)nc2c3cccnc3nn2c1C = UDG counterscr = -13%; AID inh = 15%
Record of NC(=O)NO = UDG counterscr = -2%; AID inh = 3%
Record of COc1ccc(C2CC(=O)Nc3c(C(=O)O)cn(-c4ccc(F)cc4)c32)cc1O (configuration not stated) = UDG counterscr = -2%; AID inh = 24%

(listing goes on)
SMILES	UDG counterscr	AID inh
CC(OC(=O)c1ccccn1)C(=O)C12CC3CC(CC(C3)C1)C2 (configuration not stated)	3%	-2%
Cc1ccc(COc2ccc(-c3cc(C(F)(F)F)n4nc(C)cc4n3)cc2)cc1	-14%	-27%
CCOC(=O)c1ccc(NC(=O)c2c(C)nn(-c3ccc(F)cc3)c2-n2cccc2)cc1	-5%	-9%
Cc1ccc(-c2nc(CSCc3ccc(C#N)cc3)cs2)cc1	-5%	-2%
COc1cc(NC(=O)c2nn(-c3ccc(C)cc3)c(=O)c3c2c2ccccc2n3C)cc(OC)c1OC	19%	-7%
CCOC(=O)CC1c2cc(OCC)c(OCC)cc2CCN1C(=O)Nc1cccc(Cl)c1 (configuration not stated)	7%	6%
C#CCOC(=O)c1ccccc1C(=O)N(C1CCCCC1)C1CCCCC1	4%	-10%
CCN(CC)c1cc(C)c2cc(NC(=O)c3ccccc3OC)ccc2n1	7%	1%
COc1cccc(NC(=O)CCc2nc3c(C)nn(-c4ccc(C)cc4)c3n(C)c2=O)c1	-1%	-29%
CCCCCCCCC(=O)Oc1ccc(C(=O)O)cc1	-2%	-12%
O=C(NCCc1cccc2cccnc12)Nc1cccc(NC(=O)Nc2ccccc2)c1	1%	6%
CCn1c(C)cc(C(=O)COC(=O)c2nccnc2N)c1C	-2%	7%
CC1=CCC(/C=N/NC(N)=O)CC1 (configuration not stated)	1%	5%
CCc1ccc(NC(=O)N2CCN(Cc3nc4ccc(C)cc4o3)CC2)cc1	-17%	?
CCCN1C=NS(=O)(=O)c2cc(C(=O)NCCc3ccccc3)ccc21	2%	-14%
COCC(C)NC(=O)C1CCN(Cc2ccc(F)cc2)CC1 (configuration not stated)	8%	3%
CN(C(=O)c1cc2nc(-c3ccco3)cc(C(F)(F)F)n2n1)c1ccc(OC(F)(F)Cl)cc1	11%	46%[activator]
CC(C)NC(=O)Nc1cccc(C(=O)NC(C)c2cccc(Cl)c2)c1 (configuration not stated)	4%	-6%
Fc1ccc(Nc2nc3nonc3nc2Nc2cccc(C(F)(F)F)c2)cc1	-7%	-8%
CC(CNC(=O)c1ccc2nc(CCc3ccccc3)oc2c1)c1ccccc1 (configuration not stated)	0%	11%
O=C(c1ccccc1)N1CCN(Cc2nnnn2C2CC2)CC1	-3%	-2%
CC1CCN(C(=O)c2ccc3c(c2)N(Cc2ccccc2F)C(=O)c2ccccc2S3(=O)=O)CC1	-19%	?
O=C(Cn1cc(S(=O)(=O)Cc2ccc(F)cc2)c2ccccc21)NCc1ccccc1	-4%	78%[activator]
CCc1ccc(CNC(=O)CCn2nc(C)c3c(C)n(-c4ccccc4)nc3c2=O)cc1	-10%	-12%
C=C(C)Cn1c(N2CCN(Cc3ccccc3F)CC2)nc2c1c(=O)[nH]c(=O)n2C	7%	-10%
SMILES	UDG counterscr	AID inh
COc1ccc(-c2nc(S(=O)(=O)c3ccc(Cl)cc3)c(NCc3ccccc3)o2)cc1	-17%	-8%
O=C(Cn1ccc2cc(Cl)ccc21)Nc1ccc(O)cc1	-6%	-1%
O=C(Nc1c2c(nn1-c1ccc(Cl)cc1)CS(=O)(=O)C2)c1cccc(Cl)c1	-8%	-18%
CC1CCC(N2CC(=O)N(C3CCCCC3)C(c3ccc(F)cc3)C2=O)CC1 (configuration not stated)	3%[57.5 µM]	5%
O=C(Nc1ccc(C23CC4CC(CC(C4)C2)C3)cc1)c1ccccc1Cl	8%	0%
CCc1ccc(-n2nc(C)c3c(C)cc(=O)n(CC(=O)Nc4cc(C)ccc4C)c32)cc1	-19%	26%
O=C(O)c1ccc(C(F)(F)F)cn1	1%	-7%
Cc1cc(NC(=O)COc2c(C)cc(Cl)cc2Cl)ccc1NC(=O)c1ccco1	28%	2%
CC(C)NC(=O)C(Cl)c1ccccc1 (configuration not stated)	-6%	-4%
CCOc1ccc(CC(=O)NCCc2sc(-c3cccc(F)c3)nc2C)cc1	0%	2%
Fc1ccc(-c2nn(-c3ccc(Cl)cc3)c3c2cnc2ccc(F)cc23)cc1	0%	9%
CCCOc1ccc(NC(=O)CC2C(=O)N(c3ccc(C)cc3)C(=O)N2Cc2cccc(OC)c2)cc1 (configuration not stated)	-2%[57.5 µM]	3%
COc1cccc(-c2ccc3c(N)c(C(=O)c4ccc(Cl)cc4)sc3n2)c1	-5%	-21%
Cc1ccc2c(c1)N(C(=O)Cn1c(=O)n(CCC(=O)N3CCCCC3)c(=O)c3sccc31)CCO2	1%	-5%
COC(=O)CN1C(=O)C(O)(CC(=O)c2ccc(F)cc2)c2ccccc21 (configuration not stated)	-5%[57.5 µM]	28%[57.5 µM]
N#Cc1nc(-c2ccc(F)cc2)oc1NCC(c1cccs1)N1CCOCC1 (configuration not stated)	7%	2%
COc1cccc(NC(=O)c2c(C)oc3nc(C)nc(N4CCCC4)c23)c1	-5%	-24%
COc1ccc(NC(=O)c2oc3ccccc3c2NC(=O)C2CCCCC2)c(OC)c1	0%	15%
O=C(CCC(=O)c1ccc(Cl)cc1)OCCOc1ccc(Br)cc1	2%	-5%
O=C(CCC(=O)c1ccc(Cl)cc1)OCC(=O)c1cccc(I)c1	-2%	42%[activator]
Cc1cc(-c2ccccc2)c(-c2nc3ccccc3s2)[nH]1	-14%	67%[activator]
CCOC(=O)N1CCN(C(=O)CN(c2cccc(OC)c2)S(=O)(=O)c2ccc(C)cc2)CC1	-1%	-8%
CCc1ccc(Cn2nccc2NC(=O)c2nn(CC)c(=O)c3ccccc23)cc1	-15%	-23%
CCOC(=O)CSC1=Nc2ccccc2C2=NC(CCC(=O)NCc3ccc(OC)cc3)C(=O)N12 (configuration not stated)	-1%	14%
CCOc1cccc2cc(-c3nc4sc5c(c4c(=O)[nH]3)CCC(C)C5)c(=O)oc12 (configuration not stated)	2%[57.5 µM]	13%
SMILES	UDG counterscr	AID inh
COc1ccc(C(=O)Nc2nnc(S(=O)(=O)N3CCCc4ccccc43)s2)cc1	-2%	45%[activator]
Cc1ccc(S(=O)(=O)c2nc(-c3cccs3)oc2N2CCC(C)CC2)cc1	-12%[57.5 µM]	?
N#Cc1nc(COc2ccc(F)cc2)oc1N1CCC(Cc2ccccc2)CC1	1%	-6%
O=C(O)CC(O)(c1ccccc1)c1ccccc1	6%	10%
CCOc1ccc(NS(=O)(=O)c2c(C)nc3sc(C)c(C)n3c2=O)cc1	-1%	-6%
CCCCNC(=S)N(c1ccccc1)C(C)C	3%	2%
C[C@]12CCC(=O)C=C1CC[C@@H]1[C@@H]2C(=O)C[C@@]2(C)[C@H]1CC[C@]2(O)C(=O)CO	5%	-6%
CC(NS(=O)(=O)c1cccc2nsnc12)C12CC3CC(CC(C3)C1)C2 (configuration not stated)	-1%	-9%
C#CCOc1ccc(/C=C(/C#N)c2cccc(F)c2)cc1OC	0%	-8%
Cc1ccc(CN(C(=O)c2ccc(C(C)(C)C)cc2)c2ccccn2)o1	?	?
Cc1cccc(-n2c(SCC(N)=O)nc3c(c2=O)C2(CCCC2)Cc2ccccc2-3)c1	-14%	-30%
CC(C)N1CCC(NC(=O)C2CC2)CC1	6%	-4%
COc1ccc2c(c1)CCc1c(C(=O)Nc3ccccc3C(F)(F)F)noc1-2	?	16%
Cc1ccc(C2CC(=O)CC(=O)C2)cc1	-3%	-1%
Cc1cc(=O)c2ccccc2n1CC(=O)O	-3%	5%
CCCOC(=O)COc1ccc2c(=O)c(-c3ccccc3OC)c(C(F)(F)F)oc2c1	10%	-6%
CCN(CC)C(=O)c1sc2c(c1C)c(=O)n(Cc1ccccc1)c(=O)n2Cc1ccc(Cl)cc1	-8%	?
COC(=O)c1cc(OCCOc2ccccc2Cl)cc(C(=O)OC)c1	-4%	-7%
Cc1cccc(OC(C)C(=O)N2CCC(c3nc4ccccc4o3)CC2)c1C (configuration not stated)	-14%	?
CCOC(=O)c1cc(-c2ccccc2)n(-c2cccc(C(=O)Nc3cccc(C)c3)c2)c1C	-4%[57.5 µM]	-18%
CCc1ccc(N2CC(C(=O)Nc3ccc(S(=O)(=O)Nc4ncccn4)cc3)CC2=O)cc1 (configuration not stated)	-10%	-12%
Cc1ccsc1/C=C/C(=O)c1ccc2ccccc2c1	2%	-11%
Cc1ccc(C)c(N2CCN(CCCNC(=O)Nc3cc(Cl)ccc3C)CC2)c1	4%	-3%
CCOC(=O)c1cc2cc(Oc3ccc4[nH]c(C(=O)OCC)cc4c3)ccc2[nH]1	7%	-1%
O=C(NCC1CC1)C1CCCN1S(=O)(=O)c1ccc(Br)s1 (configuration not stated)	-6%	-6%
SMILES	UDG counterscr	AID inh
CC(C)c1ccc(OC(=O)c2cc(-c3ccccc3)on2)cc1	9%	?
CN(Cc1ccccc1)c1ccc(-c2nc(-c3ccncc3)no2)cc1[N+](=O)[O-]	?	25%
Cc1cc(C)cc(NC(=O)c2cc(S(=O)(=O)N3CCCC3)ccc2F)c1	5%	1%
COc1ccc(C2CC(=O)Nc3c2c(C)nn3-c2nncc(-c3ccc(C)cc3)n2)c(OC)c1OC (configuration not stated)	0%	?
O=C(CCc1nc2cccnc2n1Cc1cccs1)Nc1cccc(Cl)c1	8%	104%[activator]
COC(=O)C1=C(C)N(c2ccccc2)C(=O)CC1C(=O)Nc1ccc(F)c(F)c1 (configuration not stated)	1%	9%
O=C(Nc1ccc2nc(SCC(=O)N3CCc4ccccc43)sc2c1)c1ccc(F)cc1	-2%[57.5 µM]	-4%
Cc1csc2nc(COC(=O)c3ccccc3NC(=O)c3cccc(Br)c3)cc(=O)n12	-2%	165%[activator]
Cc1ccc(CSC2=Nc3ccccc3C3=NC(CC(=O)NCc4cccs4)C(=O)N23)c(C)c1 (configuration not stated)	69%[activator]	-8%
COc1ccc(-n2c(=O)c3c4c(sc3n(C)c2=O)CN(C(C)=O)CC4)cc1	-15%	12%

In another format: seven of the compounds above.
| SMILES | UDG counterscr | AID inh |
| --- | --- | --- |
| Cc1ccc(CN(C(=O)c2ccc(C(C)(C)C)cc2)c2ccccn2)o1 | ? | ? |
| Cc1cccc(-n2c(SCC(N)=O)nc3c(c2=O)C2(CCCC2)Cc2ccccc2-3)c1 | -14% | -30% |
| CC(C)N1CCC(NC(=O)C2CC2)CC1 | 6% | -4% |
| COc1ccc2c(c1)CCc1c(C(=O)Nc3ccccc3C(F)(F)F)noc1-2 | ? | 16% |
| Cc1ccc(C2CC(=O)CC(=O)C2)cc1 | -3% | -1% |
| Cc1cc(=O)c2ccccc2n1CC(=O)O | -3% | 5% |
| CCCOC(=O)COc1ccc2c(=O)c(-c3ccccc3OC)c(C(F)(F)F)oc2c1 | 10% | -6% |

Screening data deposited in PubChem by National Center for Advancing Translational Sciences (NCATS).

Only part of the results is shown; the hit share may differ from the screen's.
